Compound activity from PubChem BioAssay.
BRCA1 expr up: activators of BRCA1 expression | MCF7-BRCA1-FFLuc reporter, luminescence, 48 h; response scale: scaled: vehicle 0%, 10 µM genistein 100% | Potency, µM (doses to about 46.1 µM), without a hit: top-dose activation, actives largely listed as activators | hit rate 1.1% among 380,000 | AID 624202; active means well fitted activation curve with a large enough effect; inconclusive means small, poorly fitted or top-dose-only effect; inactive means no such curve, though single readings can be large or run the other way; further: nearly all actives have a fitted effect of over 80% in size; some results filed as inactive show a strong effect at the top dose
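MCF7 cells carrying a BRCA1-firefly luciferase reporter (2000 cells/well, phenol-red free MEM) were attached for 2 h at 37 °C, then given compounds for 48 h. Luminescence was read 15 min after luciferase reagent; activity normalized to genistein (10 microM) and DMSO.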
The depositor's hits bear a star. Potency means the concentration at half of the fitted maximal effect. This is a subset; rates above refer to the full screens.

What do the screens show for `COCCNC(=O)c1[nH]c(C(F)(F)F)nc1-c1ccccc1`?
BRCA1 expr up: 5%

What do the screens show for `COCCNC(=O)C1(C)CCN(C(=O)/C=C/c2ccccc2)C1` (centres undefined)?
BRCA1 expr up: 11%

How did Cn1c(N)c(C(=O)COC(=O)C2Cc3ccccc3CN2S(C)(=O)=O)c(=O)n(C)c1=O (centres undefined) do in these assays?
BRCA1 expr up: 5%

What do the screens show for `Cn1nc(C(C)(C)C)cc1C(=O)N1CCCCC1c1cc(C(=O)NCc2ccc(F)cc2)no1` (centres undefined)?
BRCA1 expr up: -46%

Results for COc1ccccc1NC(=O)Cc1nc(=O)[nH]c(=O)[nH]1 ?
BRCA1 expr up: 0%

Results for Cc1nnc(Cc2ccco2)c2n[nH]c(C)c12 ?
BRCA1 expr up: -45%

How did O=C(O)C1C=CC(C(=O)O)c2ccccc21 (centres undefined) do in these assays?
BRCA1 expr up: 3%

Results for CC1(C(=O)Nc2ccc3c(c2)OCCO3)CCC(=O)N1CCOc1ccccc1 (centres undefined) ?
BRCA1 expr up: 7%

What do the screens show for `COc1ccc(SCC(O)Cn2c3ccccc3c3ccccc32)c(OC)c1` (centres undefined)?
BRCA1 expr up: -23%

Results for CCc1nc2c(OCc3ccccc3)cccn2c1N(C)C(C)=O ?
BRCA1 expr up: 0%

Results for CC1(C(=O)N2CCN(C(=O)c3ccco3)CC2)CCN1Cc1ccccc1OC(F)F (centres undefined) ?
BRCA1 expr up: 9%

What do the screens show for `C[C@H](CO)N1C[C@H](C)[C@H](CN(C)C(=O)Nc2ccc(C(F)(F)F)cc2)Oc2ncc(Br)cc2C1=O`?
BRCA1 expr up: 3%

What do the screens show for `O=[N+]([O-])c1cc2ccccc2c(O)c1O`?
BRCA1 expr up: -60%

Results for COc1cc(OC)c(/C=C/c2cc(/C=C/c3c(OC)cc(OC)cc3OC)[n+](C)c3ccccc23)c(OC)c1 ?
BRCA1 expr up: -68%

How did COCCCn1cc(CN2CC(N3CCN(CCN(C)C)CC3)CS2(=O)=O)nn1 (centres undefined) do in these assays?
BRCA1 expr up: 12%

What do the screens show for `Cc1ccc(NC(=O)C2(C)CCN2Cc2ccc(OC(C)C)cc2)cc1` (centres undefined)?
BRCA1 expr up: 0%

Results for CC1(C(=O)Nc2ccc3ccccc3c2)CCC(=O)N1CCc1c[nH]c2ccccc12 (centres undefined) ?
BRCA1 expr up: -15%

Results for CN(Cc1ccccc1)C(=O)c1csc(COCCO)n1 ?
BRCA1 expr up: 0%

What do the screens show for `O=C(NCc1ccco1)c1ccc(-c2ccc(F)c(F)c2)c2ccoc12`?
BRCA1 expr up: 0%

What do the screens show for `COCc1cccc(-c2csc(C(C)(O)c3cccc(F)c3)n2)c1` (centres undefined)?
BRCA1 expr up: -14%

Results for CCOC(=O)C1=CCN(S(=O)(=O)c2ccccc2Cl)C1c1ccc(Cl)c(Cl)c1 (centres undefined) ?
BRCA1 expr up: -5%

What do the screens show for `CN(Cc1ccccc1F)c1cc2c(c3c1ccn3C)C1CCC2O1` (centres undefined)?
BRCA1 expr up: -10%

Results for COc1ccc(CN2CCC(C(=O)NC(C)c3cccc4ccccc34)CC2)cc1 (centres undefined) ?
BRCA1 expr up: 0%

How did Cc1cccc(C)c1OCC(=O)Nc1cccc(S(=O)(=O)N2CCCCCC2)c1 do in these assays?
BRCA1 expr up: -13%

What do the screens show for `CCCCn1c(O)c2n(c1=O)Cc1ccccc1N=C2c1ccc(OC)cc1`?
BRCA1 expr up: 5%

What do the screens show for `CN1CCN(C(=O)c2cc3c(c(-c4cccc(-c5cccnc5)c4)n2)[C@H](CCO)N(C(=O)CC2CC2)C3)CC1`?
BRCA1 expr up: 18%

How did Cc1cc2nc(C(C)(C)C)c(Cc3cccc(Cl)c3)n2c(C)c1Br do in these assays?
BRCA1 expr up: -3%

How did CN1C[C@@H](CO)O[C@@H](n2cnc3c(N4CCN(CCO)CC4)ncnc32)C1 do in these assays?
BRCA1 expr up: 16%

What do the screens show for `C[C@H]1CN([C@@H](C)CO)C(=O)CCCn2cc(nn2)CO[C@@H]1CN(C)C(=O)Cc1ccccc1`?
BRCA1 expr up: -1%

Results for COCCN1C[C@@H](CO)O[C@@H](n2cnc3c(NCC(C)C)ncnc32)C1 ?
BRCA1 expr up: 4%

What do the screens show for `COc1cc(-c2cc3nc(NC4CCCCC4)ccn3n2)cc(OC)c1OC`?
BRCA1 expr up: -8%

What do the screens show for `Cc1ccc(N2C(=O)N(CC(=O)N3CCc4ccccc43)C(=O)C2C)cc1` (centres undefined)?
BRCA1 expr up: 0%

Results for Cc1cc(Br)cn2c(CC(C)(C)C)c(-c3cccc(Cl)c3)nc12 ?
BRCA1 expr up: 3%

Results for CC1C(=O)N(Cc2cn(CC3CCCCC3)nn2)CCS(=O)(=O)N1Cc1ccc(-c2ccncc2)cc1 (centres undefined) ?
BRCA1 expr up: -43%

Results for O=C1c2cccc3cccc(c23)C(=O)N1CCO ?
BRCA1 expr up: 50%

How did COc1ccc(C=C2SC(=S)N(CCCN3CCOCC3)C2=O)c(OC)c1 do in these assays?
BRCA1 expr up: -19%

What do the screens show for `C#Cc1ccc(NC(=O)C2(C)CCN2C(=O)Cc2ccc(C(C)C)cc2)cc1` (centres undefined)?
BRCA1 expr up: 0%

How did COc1cc(OC)cc(-c2noc([C@@H]3O[C@H](CO)[C@@H](O)[C@H]3O)n2)c1 do in these assays?
BRCA1 expr up: 25%

How did O=C(c1ccc2c(c1)CCC2)N1CCN(Cc2ccccc2)CC1 do in these assays?
BRCA1 expr up: 45%

What do the screens show for `CC1CCCCN1CCNC(=O)c1ccc2c(c1)N(Cc1cccc(Cl)c1)C(=O)c1ccccc1S2(=O)=O` (centres undefined)?
BRCA1 expr up: -41%

What do the screens show for `CC1CCCN(CC(=O)Nc2ccc(S(=O)(=O)N3C(C)CCCC3C)cc2)C1` (centres undefined)?
BRCA1 expr up: -4%

What do the screens show for `COc1ccc(-c2c(-c3ccsc3)oc3c2C(O)CCC3)cn1` (centres undefined)?
BRCA1 expr up: 2%

How did CCNC(=O)C1(C)CCCN(Cc2cc(-c3ccccc3)n(C)n2)C1 (centres undefined) do in these assays?
BRCA1 expr up: 1%

What do the screens show for `CC(=O)NCC1(c2ccccc2)CCN(CCCC(=O)c2ccc(F)cc2)CC1`?
BRCA1 expr up: 35%

Results for COc1cc(F)ccc1-c1csc(C(O)c2ccc(F)c(F)c2)n1 (centres undefined) ?
BRCA1 expr up: -19%

How did CN(Cc1ccccc1)C(=O)c1csc([C@@H]2C[C@H](O)[C@@H](CO)O2)n1 do in these assays?
BRCA1 expr up: 1%

How did Cc1ccc2c(CN(Cc3ccccc3)Cc3ccccc3)cc(=O)oc2c1 do in these assays?
BRCA1 expr up: -12%

Results for COC(=O)c1ccc(COC(=O)C2CCN(S(=O)(=O)c3c(C)cc(C)cc3C)CC2)o1 ?
BRCA1 expr up: -5%

How did Cc1ccc(S(=O)(=O)Nc2ccc3c(c2)C(=O)N([C@H](C)CO)C[C@H](C)[C@H](CN(C)C(=O)Nc2cccc4ccccc24)OCCCC[C@@H](C)O3)cc1 do in these assays?
BRCA1 expr up: -33%

What do the screens show for `CC(=O)NCCNc1nc(NCC2CC2)nc2cc(-c3ccccc3)sc12`?
BRCA1 expr up: -3%

What do the screens show for `NC(=O)C1CCCN(C(=O)c2[nH]c(C(F)(F)F)nc2-c2ccccc2)C1` (centres undefined)?
BRCA1 expr up: 8%

How did Cc1ccc2cccc(OC(=O)c3c(F)cccc3Cl)c2n1 do in these assays?
BRCA1 expr up: -4%

Results for CC(C)=CC(=O)N1CCC(Oc2cccc(C(=O)NCc3ccccn3)c2)CC1 ?
BRCA1 expr up: -8%

How did CC1(C)CC(=O)c2cc(C(=O)Nc3cccc4ccccc34)c(=O)[nH]c2C1 do in these assays?
BRCA1 expr up: -64%

What do the screens show for `O=C(CSc1nc2ccccc2c(=O)n1-c1ccc(F)cc1F)NC1CC1`?
BRCA1 expr up: 7%

What do the screens show for `CCOc1ccc(C(NC(C)=O)c2cc(Cl)c3cccnc3c2O)cc1` (centres undefined)?
BRCA1 expr up: -74%

How did CCOC(=O)[C@]12CCC=C1N(Cc1ccc3c(c1)OCO3)C(=O)[C@H](CC(=O)NCCCN1CCCC1=O)C2 do in these assays?
BRCA1 expr up: 17%

What do the screens show for `COc1ccc(N2CCN(C(=O)COC(=O)CC(NC(N)=O)c3ccc(Cl)cc3)CC2)cc1` (centres undefined)?
BRCA1 expr up: -11%

How did Cc1cc(N(C)C)cc(C)c1N=Nc1cc[n+]([O-])cc1 do in these assays?
BRCA1 expr up: 3%

What do the screens show for `Cc1cccc(NC(=O)c2cc([N+](=O)[O-])ccc2N2CCOCC2)c1C`?
BRCA1 expr up: -9%

How did O=S1(=O)C[C@@H](N2CCCC2)[C@H](COCc2ccccc2)N1 do in these assays?
BRCA1 expr up: 6%

How did COC(=O)N(C)C[C@@H]1OCc2ccccc2-c2c(n(C)c3ccccc23)C(=O)N([C@H](C)CO)C[C@@H]1C do in these assays?
BRCA1 expr up: -16%

Results for COC(=O)c1csc(C2OC(CO)C(O)C2O)n1 (centres undefined) ?
BRCA1 expr up: -3%

How did CCN(CC(=O)NC(C)(C)C)C(=O)c1cccc(S(=O)(=O)N2CC3(C)CC2CC(C)(C)C3)c1 (centres undefined) do in these assays?
BRCA1 expr up: -15%

How did CC1C(=O)N(Cc2cn(Cc3ccco3)nn2)CCS(=O)(=O)N1Cc1ccc(-c2ccccc2Cl)cc1 (centres undefined) do in these assays?
BRCA1 expr up: -20%

How did CCCCC[C@@H](C)N1C[C@H](COCc2ccccc2)Oc2cc(N3CCC[C@@H]3COC)ccc2S1(=O)=O do in these assays?
BRCA1 expr up: 5%

What do the screens show for `Cn1c(=O)c2cc(NC(=O)NCc3ccc(Cl)cc3Cl)ccc2n1Cc1ccc(F)cc1`?
BRCA1 expr up: -2%

How did CCOC(=O)c1cnn2c(SC)ncnc12 do in these assays?
BRCA1 expr up: -4%

Results for Nc1ncnc2c1ncn2[C@@H]1O[C@H](CNC(=O)OC[C@@H](N)Cc2ccccc2)[C@@H](O)[C@H]1O ?
BRCA1 expr up: 10%

What do the screens show for `OCc1cccc(-c2csc(C(O)(c3ccccc3)C(F)(F)F)n2)c1` (centres undefined)?
BRCA1 expr up: 3%

How did COc1cc(/C=N/NC(=O)c2ccc3nc[nH]c3c2)cc(OC)c1OC(C)=O do in these assays?
BRCA1 expr up: -1%

How did CCc1nc2c(OCc3ccccc3)cccn2c1N(C)C(=O)C(C)C do in these assays?
BRCA1 expr up: 0%

What do the screens show for `Cc1ccc2nc(-c3ccco3)c(Cc3cccc(F)c3)n2c1`?
BRCA1 expr up: 48%

What do the screens show for `O=C1C(=Cc2cn(-c3ccccc3)nc2-c2ccc(OCc3ccc(Cl)cc3)cc2)SC(=S)N1CCS(=O)(=O)O`?
BRCA1 expr up: -36%

What do the screens show for `COC(=O)[C@H](CC(C)C)NS(=O)(=O)c1ccc(F)cc1Br`?
BRCA1 expr up: -8%

What do the screens show for `COc1ccccc1Cc1c(-c2ccco2)nc2ccc(C)cn12`?
BRCA1 expr up: 22%

Results for Cn1c(=O)c2cc(NC(=O)Nc3cccnc3)ccc2n1-c1ccc(C(C)(C)C)cc1 ?
BRCA1 expr up: -49%

Results for Cn1c(/N=C(\N)c2ccccc2)nc2ccccc21 ?
BRCA1 expr up: inconclusive

How did CN(C)c1cccc(-c2cc(Nc3ccc(C(C)(C)C)cc3)ncn2)c1 do in these assays?
BRCA1 expr up: inconclusive

Results for O=C1NC(Cc2ccc(O)cc2)c2nc3ccc(Cl)cc3c(=O)n2-c2cc3ccccc3cc21 (centres undefined) ?
BRCA1 expr up: -68%

Results for COc1ccccc1N=NNc1ccccc1OC ?
BRCA1 expr up: 84%

What do the screens show for `CN1CCC(OC2c3ccccc3CCc3ccccc32)CC1`?
BRCA1 expr up: -4%

Results for CC1(C(=O)NCc2ccccc2)CCC(=O)N1C1CCN(Cc2ccccc2)CC1 (centres undefined) ?
BRCA1 expr up: 10%

What do the screens show for `CC(C)[C@H](NC(=O)c1ccc(Cl)cc1)C(=O)Nc1cccc(S(=O)(=O)N2CCOCC2)c1`?
BRCA1 expr up: -23%

What do the screens show for `Cc1cccc(C)c1NC(=O)c1ccc(-c2cc(F)ccc2F)o1`?
BRCA1 expr up: -36%

Molecules from the list above that have a furan ring, fused or not (nine):
Results for Cc1nnc(Cc2ccco2)c2n[nH]c(C)c12 ?
BRCA1 expr up: -45%

Results for CC1(C(=O)N2CCN(C(=O)c3ccco3)CC2)CCN1Cc1ccccc1OC(F)F (centres undefined) ?
BRCA1 expr up: 9%

What do the screens show for `O=C(NCc1ccco1)c1ccc(-c2ccc(F)c(F)c2)c2ccoc12`?
BRCA1 expr up: 0%

What do the screens show for `COc1ccc(-c2c(-c3ccsc3)oc3c2C(O)CCC3)cn1` (centres undefined)?
BRCA1 expr up: 2%

Results for COC(=O)c1ccc(COC(=O)C2CCN(S(=O)(=O)c3c(C)cc(C)cc3C)CC2)o1 ?
BRCA1 expr up: -5%

How did CC1C(=O)N(Cc2cn(Cc3ccco3)nn2)CCS(=O)(=O)N1Cc1ccc(-c2ccccc2Cl)cc1 (centres undefined) do in these assays?
BRCA1 expr up: -20%

What do the screens show for `Cc1ccc2nc(-c3ccco3)c(Cc3cccc(F)c3)n2c1`?
BRCA1 expr up: 48%

What do the screens show for `COc1ccccc1Cc1c(-c2ccco2)nc2ccc(C)cn12`?
BRCA1 expr up: 22%

What do the screens show for `Cc1cccc(C)c1NC(=O)c1ccc(-c2cc(F)ccc2F)o1`?
BRCA1 expr up: -36%
